FUS suppressor = FUS proteinopathy suppression in yeast | AID 1347120 | S. cerevisiae FUS-expressing, growth rescue, OD600, 24 h | Potency, µM (highest dose often 76.6 µM), inactives show at the top dose growth rescue (activation), usual class: activators | actives 0.24% (n = 390,000);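 also: plate controls were DMSO vehicle for no effect and reference control for full effect; nearly all actives have a fitted effect of over 55% in size; some results filed as inactive show a strong effect at the top dose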
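S. cerevisiae expressing FUS from galactose induction served as the toxicity model. Growth after 24hr at 30C, read as absorbance at 600 nm, indicates suppression of toxicity; compounds dosed at several concentrations.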
PTHR1 agonist = PTHR1 (human) receptor agonism; Potency, µM (titrated, usually from 115 µM), for inactives: at the highest dose activation, hits mostly activators; actives 0.075% (n = 410,000); HEK293 GP2 PTHR1 cells, GloSensor cAMP luminescence, 1 h; also: nearly all actives have a fitted effect of over 55% in size; some results filed as inactive show a strong effect at the top dose; inactives centre near -15; many of its hits are not listed in these tables
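HEK-293-derived GP2 cells expressing PTHR1 and a GloSensor cAMP reporter, 3,000/well, plated overnight, given luciferin plus IBMX (each 0.5 mM as added) for 1 h at 37 °C, then compound for 1 h at 37 °C. Luminescence was read after 15 min at room temperature.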
EPAC1 antagonist = antagonists of human EPAC1. EPAC1 GEF assay, Rap1b-BODIPY-GDP exchange fluorescence. Potency, µM (highest dose often 115 µM), for inactives: at the highest dose activity change, negative = inhibition, usual class: inhibitors. AID 720709. actives 0.14% (n = 360,000);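 also: plate controls were vehicle for no effect and positive control for full effect; nearly all actives have a fitted effect of over 50% in size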
Target sequence (O95398 whole entry, looked up): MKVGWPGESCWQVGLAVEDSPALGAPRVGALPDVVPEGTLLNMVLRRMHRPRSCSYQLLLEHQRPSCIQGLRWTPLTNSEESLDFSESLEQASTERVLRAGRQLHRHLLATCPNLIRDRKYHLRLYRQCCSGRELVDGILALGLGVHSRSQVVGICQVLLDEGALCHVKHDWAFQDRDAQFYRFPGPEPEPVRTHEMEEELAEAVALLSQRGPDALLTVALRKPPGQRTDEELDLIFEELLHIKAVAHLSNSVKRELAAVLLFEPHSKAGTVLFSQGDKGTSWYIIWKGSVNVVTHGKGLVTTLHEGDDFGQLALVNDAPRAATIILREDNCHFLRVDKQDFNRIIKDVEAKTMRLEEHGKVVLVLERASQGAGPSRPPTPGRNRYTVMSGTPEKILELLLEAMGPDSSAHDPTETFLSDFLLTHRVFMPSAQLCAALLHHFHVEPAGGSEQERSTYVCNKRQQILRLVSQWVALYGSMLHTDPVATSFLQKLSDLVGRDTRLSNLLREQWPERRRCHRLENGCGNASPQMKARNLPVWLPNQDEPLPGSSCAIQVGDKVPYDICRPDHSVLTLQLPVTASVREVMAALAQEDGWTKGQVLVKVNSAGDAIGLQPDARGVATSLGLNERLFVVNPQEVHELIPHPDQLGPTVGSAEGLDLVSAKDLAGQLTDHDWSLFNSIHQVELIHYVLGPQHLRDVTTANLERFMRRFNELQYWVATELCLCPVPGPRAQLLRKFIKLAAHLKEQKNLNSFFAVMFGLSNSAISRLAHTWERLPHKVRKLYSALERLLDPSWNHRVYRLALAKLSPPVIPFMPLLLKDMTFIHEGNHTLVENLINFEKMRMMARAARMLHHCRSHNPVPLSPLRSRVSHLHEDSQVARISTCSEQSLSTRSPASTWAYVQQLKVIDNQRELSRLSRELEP
EPAC2 antag = blocks human EPAC2 exchange factor. EPAC2 GEF exchange of Rap1B-BODIPY-GDP, fluorescence. Potency, µM (doses to about 114 µM), without a hit: top-dose activity, negative = inhibition, most hits filed as inhibitors. actives 0.18% (n = 360,000); also: % is scaled to controls: 0 for no effect and ±100 for the full control effect; nearly all actives have a fitted effect of over 45% in size; many of its hits are not listed in these tables
EPAC2 ag = EPAC2 (human) agonism | Potency, µM (doses to about 154 µM), inactives show top-dose activation, actives largely listed as activators | Q8WZA2 | actives 0.079% (n = 360,000) | EPAC2 activation, biochemical qHTS; response scale: 100% = 6.5 mM cAMP response; also: nearly all actives have a fitted effect of over 50% in size
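Exchange assay: 100 nM EPAC2 with 250 nM Rap1B-BODIPY-GDP and 50 uM GDP. Fluorescence (ex 480/em 540 nm) read every 5 min for 30 min at room temperature. Data normalized to 6.5 mM cAMP as agonist control.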
TDP-43 yeast inh = rescues yeast growth from TDP-43 toxicity; TDP-43 expressing yeast growth rescue, BacTiter-Glo, 24 h; Potency, µM (top dose mostly 46.1 µM), inactives show at the highest dose growth rescue (activation), actives largely listed as activators; actives 1.8% (n = 410,000); also: % of control where 0% means no effect; nearly all actives have a fitted effect of over 50% in size
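Cell-based yeast growth screen: TDP-43 expression induced in galactose, inoculum OD600=0.02 after raffinose pregrowth to mid-log. Read-out BacTiter-Glo luminescence at 24 hr, 30 deg C; inhibition of toxicity seen as signal increase.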
EPAC1 ag = activates human EPAC1 exchange factor; EPAC1 agonist qHTS, biochemical assay; response scale: 100% = response to 6.5 mM cAMP; Potency, µM (doses to about 154 µM), for the others: top-dose activation, most hits filed as activators; actives 0.073% (n = 360,000); AID 720707; also: nearly all actives have a fitted effect of over 60% in size
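Multi-concentration qHTS readout: loss of Rap1B-bound BODIPY-GDP fluorescence driven by 100 nM EPAC1 with excess GDP (50 uM), monitored kinetically at room temperature; agonist response expressed relative to 6.5 mM cAMP.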
aSyn yeast inh = inhibitors of alpha-synuclein toxicity in yeast; actives 0.14% (n = 370,000); Yeast expressing alpha-synuclein, growth rescue, BacTiter-Glo, 24 h; AID 652106; Potency, µM (top dose mostly 46.1 µM), for inactives: at the highest dose growth rescue (activation), most hits filed as activators; also: % of control where 0% means no effect; nearly all actives have a fitted effect of over 65% in size
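Screening used galactose-induced yeast with toxic alpha-synuclein levels, exposed to compound for 24 hr at 30 deg C. Cell growth, read with BacTiter-Glo luminescence, gave the measured signal.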
Starred values were filed as active, the others as inactive; i = inactive; ? = inconclusive; / = no result given; & = joins results of further samples; [ ] = remark or other dose. Calls follow the shape of the dose curve; as a rule, active = well fitted curve in the direction sought with a large enough effect; inconclusive = small, poorly fitted or top-dose-only effect, or another doubt; inactive = no such curve, though single readings can be large; an effect the other way counts as inactive or inconclusive. Potency is read from the fitted curve at half-maximal effect. These rows are one share of the data; the hit share may differ from the screen's.

Each structure is followed by: FUS suppressor | PTHR1 agonist | EPAC1 antagonist | EPAC2 antag | EPAC2 ag | TDP-43 yeast inh | EPAC1 ag | aSyn yeast inh
- CCCCCC1CC(=O)N(Cc2ccccc2)C(=O)N1 (centres undefined)
→ 12.6% | i | 5.6% | 9.3% | -2.5% | 31.9% | -15.0% | 7.4%
- CSc1ccccc1-c1nnc(-c2ccc(Cl)cc2)o1
→ -9.0% | i | -12.9% | -11.8% | 22.2% | 4.3% | 0.8% | 1.9%
- CC(C)CNC(=O)C1(C)CCCCCN1C(=O)c1csnn1 (centres undefined)
→ -17.5% | i | -15.4% | 4.8% | 4.6% | 4.4% | -9.8% | 0.2%
- Cc1cc(C)nc(N/C(=N\S(=O)(=O)Cc2ccccc2)Nc2cccc(Cl)c2C)n1
→ 6.9% | -28.6% | -11.0% | -5.9% | 11.3% | 0.4% | 3.7% | -3.3%
- NC(Cc1ccc(C(F)(F)F)cc1)c1csc(NC(=O)Nc2ccccc2Cl)n1 (centres undefined)
→ 21.9% | -79.0%[inhibitor] | -20.7% | 7.2% | -6.4% | ? | -30.6%[inhibitor] | -28.3%
- CCCC1=C(C(=O)OCC)C(c2c(C)nn(-c3ccccc3)c2Cl)C(C#N)=C(N)O1 (centres undefined)
→ 18.8% | i | -11.7% | -17.1% | 23.9% | 7.6% | 0.0% | 3.2%
- COc1ccc(C)cc1S(=O)(=O)n1cnc2ccccc21
→ -2.5% | i | 6.3% | ? | -1.7% | ? | -9.1% | 1.5%
- COc1cccc(NC(=O)CN2CCN(CC(=O)Nc3ccc(F)cc3)CC2)c1
→ 2.3% | i | 10.1% | 1.4% | 1.2% | -5.8% | 8.5% | 2.7%
- COc1ccc(C(=O)N/C(=C\c2cn(C)c3ccccc23)C(=O)OCC(C)C)cc1
→ / | -56.0% | -14.9% | 3.4% | 0.2% | 19.4% | 0.2% | -0.5%
- Cc1ccc(S(=O)(=O)N/N=C/c2cc(Br)ccc2O)cc1
→ 8.3% | -26.8% | 6.6% | ? | -3.8% | -7.1% | -2.0% | 0.4%
- Cc1ccc(OCCCCN2CCC(C)CC2)cc1
→ 6.9% | -2.4% | -1.3% | 6.5% | 3.6% | 8.7% | -0.2% | 1.0%
- COc1cccc(C(=O)Nc2ccc(NC(=O)c3cc4ccccc4o3)c(OC)c2)c1
→ -12.0% | -19.1% | 1.1% | -3.3% | -6.1% | 23.7% | ? | 3.3%
- CC1(C)S[C@@H]2[C@H](NC(=O)[C@H](N)c3ccc(O)cc3)C(=O)N2[C@H]1C(=O)O
→ -12.4% | -22.8% | -7.7% | 8.3% | 5.4% | 0.0% | 0.5% | 5.3%
- COc1cccc(/C=N/NC(=O)c2c(C)nc3ccc(Br)cn23)c1
→ -6.1% | i | 0.8% | -0.7% | 2.8% | 5.6% | 8.7% | -1.4%
- O=C(NCC1CCCO1)c1cccc(NC(=O)c2ccccc2)c1 (centres undefined)
→ 0.8% | -52.1%[inhibitor] | -13.5% | -3.5% | 2.9% | -0.5% | -4.6% | -1.1%
- CN1CCC(N2CCCC(C(=O)O)C2)CC1 (centres undefined)
→ 3.6% | -17.4%[57.5 µM] | -1.8% | -0.7% | 7.7% | -12.1% | -0.6% | -6.0%
- c1ccc(-c2csc3nnc(SCc4ccc5c(c4)OCO5)n23)cc1
→ 33.0% | -13.1% | -27.7% | -20.9% | 17.1% | ? | 16.7% | ?
- Cc1ccc(S(=O)(=O)N2CCCC(N3CCOCC3)C2)cc1Cl (centres undefined)
→ -18.1% | -21.1% | -1.0% | 8.9% | 15.0% | 13.9% | 15.3% | 0.8%
- N=C1C(c2ccccc2)=C(O)CN1NC(=O)c1ccccc1
→ 16.5% | i | -0.4% | 1.9% | 5.7% | -0.9% | 11.9% | -4.5%
- C[C@H](NC(=O)c1nc[nH]c1C(=O)N1CCN(c2ccccc2)CC1)C(=O)OCc1ccccc1
→ 11.9% | -27.3% | -3.8% | -5.2% | 12.9% | -4.7% | -12.1% | 1.6%
- Cc1ccc(N(C(=O)c2sc(C)nc2C)C(C(=O)NCc2ccco2)c2ccccc2)cc1 (centres undefined)
→ -8.8% | -6.3%[57.5 µM] | -8.5% | -6.6% | 12.8% | -15.1% | 11.1% | -2.6%
- CC(NC(=O)c1cccs1)C(=O)NC1=NCCS1 (centres undefined)
→ -5.1% | -5.6%[57.5 µM] | 3.6% | 0.4% | 11.7% | -10.6% | 6.1% | -7.2%
- COc1ccc2c(CCNC(=O)c3ccco3)c[nH]c2c1
→ / | 0.4% | 7.6% | 11.5% | -3.4% | -24.7% | 4.8% | -15.3%
- COc1ccc2[nH]c3c(c2c1)CCN1C(=O)C(CC(=O)NCc2ccc(OC)c(OC)c2)C[C@H](C(=O)N(C(C)C)C(C)C)[C@@]31C (some centres undefined)
→ 32.8% | -24.4% | -5.2% | -1.6% | 7.4% | 8.2% | -7.6% | 0.9%
- Cc1ccc(CNC(=O)c2cn(C)c(=O)c3c2c2ccccc2n3C)o1
→ 23.3% | -4.4%[57.5 µM] | -3.8% | -5.4% | 0.9% | 22.8% | 12.7% | -2.5%
- CC(C)CN(C(=O)CCC(=O)OCc1ccc(Cl)cc1Cl)c1c(N)n(CC(C)C)c(=O)[nH]c1=O
→ 20.0% | i | 6.8% | 6.9% | -12.3% | 18.1% | -15.8% | 0.8%
- C/C=N/NC(=O)c1cc(Br)ccc1O
→ / | -28.5% | -1.9% | -0.1% | 8.3% | 0.0% | 4.7% | 4.2%
- COc1ccc(CN(C(=O)c2oc3cc(C)c(C)cc3c2C)C2CCS(=O)(=O)C2)cc1OC (centres undefined)
→ 35.1% | -6.5% | ? | -15.5% | 10.2% | 0.1% | 13.4% | 5.7%
- Cc1cc(C)n(C(=O)CCCC(=O)n2nc(C)cc2C)n1
→ 1.7% | -19.3%[57.5 µM] | 1.0% | -5.3% | 5.8% | 4.0% | -3.6% | 1.8%
- C=CCn1c(SCC(=O)Nc2ccccc2C)nc2sc(C)c(C)c2c1=O
→ 32.6% | i | -11.7% | -2.3% | -6.5% | -15.2% | -4.6% | -3.0%

No new results follow: an excerpt of the list.
Each structure is followed by: FUS suppressor | PTHR1 agonist | EPAC1 antagonist | EPAC2 antag | EPAC2 ag | TDP-43 yeast inh | EPAC1 ag | aSyn yeast inh
- COc1ccc(C(=O)N/C(=C\c2cn(C)c3ccccc23)C(=O)OCC(C)C)cc1
→ / | -56.0% | -14.9% | 3.4% | 0.2% | 19.4% | 0.2% | -0.5%
- Cc1ccc(S(=O)(=O)N/N=C/c2cc(Br)ccc2O)cc1
→ 8.3% | -26.8% | 6.6% | ? | -3.8% | -7.1% | -2.0% | 0.4%
- Cc1ccc(OCCCCN2CCC(C)CC2)cc1
→ 6.9% | -2.4% | -1.3% | 6.5% | 3.6% | 8.7% | -0.2% | 1.0%
- COc1cccc(C(=O)Nc2ccc(NC(=O)c3cc4ccccc4o3)c(OC)c2)c1
→ -12.0% | -19.1% | 1.1% | -3.3% | -6.1% | 23.7% | ? | 3.3%

Following part
Each structure is followed by: FUS suppressor | PTHR1 agonist | EPAC1 antagonist | EPAC2 antag | EPAC2 ag | TDP-43 yeast inh | EPAC1 ag | aSyn yeast inh
- NC(=O)CSc1nnc(Cn2c(=O)sc3ccccc32)n1-c1ccccc1
→ -17.6% | -11.6% | -17.6% | -6.4% | 12.9% | -11.4% | -9.3% | -1.7%
- Cc1cc(S(=O)(=O)N2CCCOC2CNC(=O)C(=O)NCCCN2CCOCC2)ccc1F (centres undefined)
→ 3.4% | -12.4% | 3.5% | -1.4% | 1.4% | 10.0% | 7.3% | 2.4%
- CCc1nnc(NC(=O)CSc2nc3c([nH]c4ccccc43)c(=O)n2-c2ccc(F)cc2)s1
→ -18.9% | 6.3% | / | / | / | 0.1% | / | -4.0%
- O=S(=O)(c1ccc2nc(N3CCN(c4ccccc4)CC3)ccc2c1)N1CCCCC1
→ 1.7%&-4.4% | i | -23.2% | -1.7% | 2.7% | 2.1%&16.4% | 1.3% | -9.0%
- CCc1nnc(NC(=O)CCN2C(=O)C3CCCCC3C2=O)s1 (centres undefined)
→ 3.6% | -23.3% | 15.9% | 0.2% | 10.8% | -6.7% | 12.6% | -2.4%
- CC1CCN(C(=O)c2nc[nH]c2C(=O)N2CCc3ccccc3C2)CC1
→ -18.8% | i | 12.0% | -0.1% | -0.2% | 4.6% | 0.2% | -9.2%
- O=C1N=C(N2C=CC(=C3C=CNC=C3)C=C2)/C(=C/N=NC(=O)c2ccccc2)S1
→ 0.4% | i | -2.9% | -1.6% | 2.0% | 1.6% | -11.1% | 1.9%
- COc1cccc(-c2nc(C(=O)NCCCN3CCOCC3)cc3c2[nH]c2ccccc23)c1
→ -0.1% | -34.8%[inhibitor] | -8.3% | -7.6% | 3.7% | 5.1% | -5.9% | -1.8%
- O=C(NC1CCC(O)CC1)c1cc(Cl)c2c(c1)OCCO2 (centres undefined)
→ 14.4% | -21.0% | -8.9% | 4.6% | 10.4% | 0.0% | 2.7% | -3.2%
- COc1cc(NC(=O)C23CC4CC(C2)CC(n2cnc([N+](=O)[O-])n2)(C4)C3)cc(OC)c1
→ / | -9.7% | -3.2% | 8.1% | 9.5% | -16.7% | -1.7% | 7.9%
- COc1ccc(NC(C)=O)cc1CNC(=O)CN1CCOCC1
→ -0.4% | i | -3.4% | 3.5% | 6.8% | 0.0% | -1.6% | -4.9%
- CCNC(=O)CSc1nnc(-c2cccc(S(=O)(=O)N(CC)CC)c2)n1CCc1ccccc1
→ 24.3% | -12.7%[57.5 µM] | -9.6% | -1.2% | -14.8% | -3.6% | 2.0% | 4.1%
- CCc1noc(C)c1C(=O)NCCc1ccc(S(N)(=O)=O)cc1
→ -16.2% | -0.5% | -10.0% | 20.3% | 9.9% | -22.2% | -3.1% | -6.8%
- O=C(NC(Cc1ccccc1)C(=O)O)/C(=C/c1ccccc1)NC(=O)c1cccc(Br)c1 (centres undefined)
→ 23.2% | i | 4.3% | 5.8% | 5.5% | -9.4% | -1.2% | 0.6%
- CCOC(=O)c1[nH]c2cc(OC)c(OC)cc2c1NC(=O)C(C)N1CCN(Cc2ccccc2)CC1 (centres undefined)
→ 13.3% | i | 10.5% | 3.6% | -1.6% | -6.2% | -6.4% | -2.5%
- O=C(OCC(=O)N1CCN(S(=O)(=O)c2ccccc2)CC1)C1CCC1
→ -11.8% | i | 1.5% | 3.9% | -2.9% | 8.3% | -8.8% | -0.6%
- CN(C(=O)CSc1ncnc2sc3c(c12)CCC3)C1CCS(=O)(=O)C1 (centres undefined)
→ 6.2% | i | 5.6% | 7.5% | 2.9% | 0.0% | -2.8% | -6.7%
- O=C(CSc1nnc(NC(=O)C2CCC2)s1)Nc1ccc(N2CCOCC2)cc1
→ 13.4% | i | -4.4% | 3.0% | 2.9% | 7.5% | 3.8% | -13.8%

Source: PubChem (National Center for Advancing Translational Sciences (NCATS))
